Hsp70 act: Hsp70 transcriptional activation, primary screen; HeLa Hsp70 promoter luciferase reporter, luminescence; scaled: vehicle 0, proteasome-inhibitor control 100%; activation, % at 10 µM; actives 0.04% (n = 200,000); AID 1203;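 active = activation above the mean across all tested compounds plus 3 SD, cutoff set per campaign, cut at about 5.5% in these data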;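 note: 100% = MG132 at 30 µM as the positive control and 0% = DMSO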
STAT3 act: increases IL-6 driven STAT3 reporter signal; U3A cells, IL-6 STAT3-luciferase reporter, luminescence; 100% = signal with IL-6 EC80 alone; activation (% of control), % at 5.6 µM; actives 0.91% (n = 190,000);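 active = activation above the screen-wide mean of compound activation plus 3 SD, cut at about 130% in these data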;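 note: 0% = background luminescence of wells with medium and substrate only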
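Material: STAT1-lacking human U3A cells, STAT3 luciferase reporter | Benchmarks: IL-6-only wells as 100% reference | Probe or stimulus: IL-6 (33 ng/mL) | Timing: Compound 1 h, then IL-6 6 h at 37 °C | Detection: Luminescence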
Efa HMGR inh: blocks class II HMG-CoA reductase of Enterococcus faecalis; purified E. faecalis HMGR, NADPH absorbance 340 nm kinetic; inhibition, % at 10 µM; actives 0.41% (n = 190,000); AID 1066;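 active = inhibition above a set limit, the median over all tested compounds plus 3 SD, cut at about 9.5% in these data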;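 note: enzyme runs in reverse so mevalonate oxidation gives rising NADPH absorbance; 0% = complete reaction with DMSO and 100% = background rate lacking mevalonate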
NF-kB expr up: compounds increasing NF-kB expression in human neuronal cells. NF-kB reporter expression; hits give high values. fold change at 12.5 µM. actives 1.6% (n = 190,000). AID 1239; in the data active = fold change above about 3.3
STAT1 act: increases IFN-gamma driven STAT1 reporter signal. NIH 3T3 STAT1-luciferase reporter, luminescence; 100% = IFN-gamma alone, no compound. actives 2.6% (n = 200,000). activation (% of control), % at 5.5 µM;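 active = activation above the screen-wide mean activation plus 3 SD, cut at about 130% in these data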;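 note: raw ratio to IFN-gamma control signal so 100% means no change and 0% no light; values of inactives mirror those of a sister screen read the other way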
APP 5'UTR act: APP 5'UTR luciferase reporter activation | SH-SY5Y APP 5'UTR luciferase reporter, luminescence; zero percent = DMSO vehicle wells | activation, % at 2 µM | actives 1% (n = 190,000) | AID 1276;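 active = activation above a set limit, based on mean plus 3 SD of controls, cut at about 140% in these data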; note: values of inactives mirror those of a sister screen read the other way
STAT1 inh: STAT1 signaling inhibition; NIH 3T3 STAT1-luciferase reporter, IFN-gamma, luminescence; inhibition, % at 5.5 µM; actives 0.35% (n = 200,000);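 active = inhibition above a set limit, the mean inhibition across all tested compounds plus 3 SD, cut at about 34% in these data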;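 note: 0% = IFN-gamma with DMSO and 100% = IFN-gamma with 300 µM nifuroxazide; values of inactives mirror those of a sister screen read the other way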
DTT redox prof: compounds producing H2O2 with reducing agent – biochemical, NIH compound library profiling, artefact control for MLSCN library redox annotation, primary screen; DTT-dependent redox cycling H2O2, phenol red/HRP absorbance; 100% = 100 µM peroxide control, 0% = buffer; activation, % at 10 µM; actives 0.03% (n = 200,000);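 active = activation of at least 50% relative to the plate's high and low controls in the primary single-dose screen; inactive = activation below 50%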;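 note: compound incubated with DTT at 0.8 mM final as the reducing agent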
TLR4-MyD88 BLA: blocks binding of human TLR4 to MyD88; AID 861; HeLa CL3-4 TLR4/MyD88 BLA complementation, FRET ratio; actives 0.18% (n = 200,000); O00206+Q99836; inhibition, % at 8.4 µM; in the data active = inhibition above about 25%;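 note: 0% = vehicle and 100% = reference inhibitor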
Target sequence (O00206 whole entry, looked up): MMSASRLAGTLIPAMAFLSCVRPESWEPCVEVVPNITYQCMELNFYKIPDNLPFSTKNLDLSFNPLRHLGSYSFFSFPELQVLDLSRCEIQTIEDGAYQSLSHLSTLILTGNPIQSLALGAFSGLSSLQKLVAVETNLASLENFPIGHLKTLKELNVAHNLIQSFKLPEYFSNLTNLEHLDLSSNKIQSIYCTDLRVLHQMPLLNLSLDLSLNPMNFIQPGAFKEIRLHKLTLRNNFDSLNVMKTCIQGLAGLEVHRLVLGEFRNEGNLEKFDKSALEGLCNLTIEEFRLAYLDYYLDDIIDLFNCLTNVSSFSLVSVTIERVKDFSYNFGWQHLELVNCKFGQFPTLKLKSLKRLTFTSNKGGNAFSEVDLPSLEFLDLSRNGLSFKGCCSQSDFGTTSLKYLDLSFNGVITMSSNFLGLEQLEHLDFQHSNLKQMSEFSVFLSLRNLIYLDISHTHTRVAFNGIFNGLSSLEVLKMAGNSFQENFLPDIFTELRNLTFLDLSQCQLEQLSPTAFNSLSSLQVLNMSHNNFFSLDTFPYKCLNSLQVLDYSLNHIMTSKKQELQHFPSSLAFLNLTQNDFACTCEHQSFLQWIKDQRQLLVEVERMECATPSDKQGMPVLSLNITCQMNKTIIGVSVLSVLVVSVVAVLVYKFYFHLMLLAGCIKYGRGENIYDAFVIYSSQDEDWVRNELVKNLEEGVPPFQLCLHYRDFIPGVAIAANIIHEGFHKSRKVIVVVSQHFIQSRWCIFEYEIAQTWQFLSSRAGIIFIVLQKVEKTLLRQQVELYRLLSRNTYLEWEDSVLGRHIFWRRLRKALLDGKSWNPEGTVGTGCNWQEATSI
Target sequence (Q99836 whole entry, looked up): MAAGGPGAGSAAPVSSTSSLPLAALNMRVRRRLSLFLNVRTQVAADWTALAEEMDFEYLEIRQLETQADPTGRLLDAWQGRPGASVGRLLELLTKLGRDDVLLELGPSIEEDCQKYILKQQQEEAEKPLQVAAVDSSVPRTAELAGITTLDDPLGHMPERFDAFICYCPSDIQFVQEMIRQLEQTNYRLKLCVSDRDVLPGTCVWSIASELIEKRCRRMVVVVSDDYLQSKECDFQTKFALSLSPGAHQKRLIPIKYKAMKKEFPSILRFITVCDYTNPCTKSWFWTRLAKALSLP
STAT3 blocker: inhibitors of IL-6 induced STAT3 signaling; U3A cells, IL-6 STAT3-luciferase reporter, luminescence; host cell line lacks STAT1; inhibition, % at 5.5 µM; actives 0.89% (n = 190,000); AID 862;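 active = inhibition above the mean inhibition across all screened compounds plus 3 SD, cut at about 44% in these data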;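 note: 0% = DMSO only wells and 100% = 100 µM nifuroxazide control wells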
The depositor's hits bear a star.

mol,Hsp70 act,STAT3 act,Efa HMGR inh,NF-kB expr up,STAT1 act,APP 5'UTR act,STAT1 inh,DTT redox prof,TLR4-MyD88 BLA,STAT3 blocker
COc1ccc(NC(=O)Cn2c(C(C)C)nc(C)cc2=O)cc1Cl,-0.3,100,-3,0.97,104,-12,-6,0.2,0,5
CN1/C(=C/C=C(/C#N)C(N)=O)C(C)(C)c2ccccc21,-0.4,91,-1,1.1,109,-68,-10,1.6,3,17
C=CCC(C(=O)OC)(C(=O)OC)c1ccc([N+](=O)[O-])cn1,0.0,91,-3,1.9,101,-1,-1,-3.6,-5,22
Cc1ccnc(NS(=O)(=O)c2cc([N+](=O)[O-])ccc2C)c1,-0.5,94,0,0.81,103,-11,-5,0.2,-4,10
CC(=O)c1cccc(NC(=S)NC(=O)C(C)C)c1,0.0,100,2,1.1,105,-2,-6,-7.7,0,1
Cn1c(=O)[nH]c(=O)c2c1nc(N(CCO)Cc1ccccc1)n2CCCc1ccccc1,-0.2,121,5,0.55,101,0,-1,-0.8,-2,-16
CC(=O)Nc1ccc(S(=O)(=O)Nc2cccc(N(C)S(C)(=O)=O)c2)cc1,-0.2,87,3,0.95,100,3,0,0.1,7,14
COCCNC(=O)C(=O)NCC1OCCN1C(=O)c1ccc(Cl)cc1 (configuration not stated),0.0,103,3,1.1,95,-3,5,-0.6,9,-4
CC/C(=N/NC(=O)c1ccc(Br)o1)c1ccc(Cl)cc1,-0.2,111,2,1.4,131*,-5,-35,-0.5,-11,-8
Cc1ccc(-c2ccc(CCC(=O)O)n2-c2ccc(O)cc2)cc1,0.5,105,-6,1.1,92,19,9,2.1,0,-2
COc1ccccc1NC(=O)C1=C(C)Nc2nnnn2C1c1ccccc1OC (configuration not stated),-0.2,102,4,0.91,100,-13,2,0.5,-1,0
O=[N+]([O-])c1cc2c(cc1/C=N/n1cnnc1)OCO2,0.2,101,-4,1.1,101,-3,-3,-0.9,-21,4
Cc1c2cnn(-c3ccccc3)c(=O)c2c(C)n1CCCC(=O)N1CCN(C)CC1,-0.3,104,-5,1.1,105,-9,-6,-0.2,9,0
CCC[n+]1c(C)sc2c3c(ccc21)CCCC3,-0.1,94,0,0.91,81,4,19,0.9,-3,12
CC(C)COC(=O)Nc1nnc(SCCOc2ccccc2)s1,1.1,96,13*,1.3,104,28,-4,1.7,3,15
CCOC(=O)N1CCN(c2c(NCCCN(C)c3ccccc3)c(=O)c2=O)CC1,-0.2,98,-12,1.3,97,-6,3,-1.1,7,7
Cc1onc(-c2ccccc2Cl)c1C(=O)Oc1cccc2cccnc12,-0.1,98,-2,0.95,88,11,13,-0.8,-12,13
COc1ccc(C(=O)Nc2nc3ccccc3c(=O)[nH]2)cc1,-0.2,77,1,4*,124,177*,-26,0.0,-13,32
Cc1ccccc1-c1nn(-c2ccc(F)cc2F)cc1CNCCCO,-0.1,99,-1,1.1,104,-13,-4,-0.3,3,6
CCOC(=O)N1CCN(C(=O)c2ccc3nc4ccsc4c(=O)n3c2)CC1,-0.2,137*,-1,1,104,11,-3,-0.2,-9,-45
COC(=O)CSc1nc2ncccc2[nH]1,-0.1,100,2,1.1,105,-2,-5,0.0,-5,6
Cc1ccc(S(=O)(=O)N/N=C/c2cc([N+](=O)[O-])ccc2O)cc1[N+](=O)[O-],-0.2,103,3,1.3,101,-17,-1,0.0,12,1
CCOC(=O)COc1ccc(/C=C2\NC(=S)N(CC)C2=O)cc1,-0.1,105,-6,1.2,102,9,-2,-0.4,11,-8
O=C(Cn1c(C(F)(F)F)nc2ccccc21)Nc1ccccc1C(=O)O,-0.3,107,0,2.6,97,-5,4,-1.0,-4,-7
Cc1cc(/C=C2\C(=N)N3C(SCc4ccccc4)=NSC3=NC2=O)c(C)n1Cc1ccccc1,0.0,102,-2,1.6,98,-8,2,-1.2,-15,0

Continued; the last 2 above are carried over.
mol,Hsp70 act,STAT3 act,Efa HMGR inh,NF-kB expr up,STAT1 act,APP 5'UTR act,STAT1 inh,DTT redox prof,TLR4-MyD88 BLA,STAT3 blocker
O=C(Cn1c(C(F)(F)F)nc2ccccc21)Nc1ccccc1C(=O)O,-0.3,107,0,2.6,97,-5,4,-1.0,-4,-7
Cc1cc(/C=C2\C(=N)N3C(SCc4ccccc4)=NSC3=NC2=O)c(C)n1Cc1ccccc1,0.0,102,-2,1.6,98,-8,2,-1.2,-15,0
CCOc1cc(NC(=S)NCCCN2CCOCC2)c(OCC)cc1NC(=O)c1ccccc1,0.0,80,0,1.1,94,-6,5,1.2,0,32
O=C(c1ccncc1)N1CCN(C(=O)c2cccc3ccccc23)CC1,0.1,113,-6,1.2,92,-2,8,-0.8,4,-9
CC(=O)/C=C\c1cn(-c2ncc(C(F)(F)F)cc2Cl)c2ccccc12,-0.1,108,-2,1.3,98,17,3,1.8,1,-3
C=C(C)CNC(=S)N/N=C/c1c(F)cccc1F,0.0,96,-8,1.4,95,0,5,-3.9,16,5
COC(=O)C1=C(Cn2cnc3ccccc32)NC(=O)NC1c1cc(C)ccc1C (configuration not stated),-0.4,104,-1,0.8,79,-20,23,2.4,-6,1
CN(C)CC(C)(C)CNS(=O)(=O)c1cccc(Cl)c1Cl,-0.5,96,-6,0.87,101,6,-3,0.1,-2,5
CCNC(=S)N(CCc1ccc(S(N)(=O)=O)cc1)C1CC(=O)N(c2ccccc2)C1=O (configuration not stated),-0.4,96,4,0.83,94,-4,4,-0.3,-2,8
CCOC(=O)Cc1csc(N/N=C/c2ccc(C(F)(F)F)cc2)n1,-0.4,57,-5,1.1,77,-31,26,-4.2,6,60*
O=C1CC(c2cccc([N+](=O)[O-])c2)c2ccc3ccccc3c2N1 (configuration not stated),-0.2,92,-5,0.74,99,-1,1,-4.9,16,17
COc1ccc(NC(=O)CSc2nc3ccccc3cc2Cc2ccccc2)cc1,-0.1,89,-2,1.4,98,-9,2,2.7,4,19
O=C(c1cccc(C(=O)N2CCN(c3ccc(F)cc3)CC2)c1)N1CCN(c2ccc(F)cc2)CC1,-0.3,82,2,0.49,97,23,4,-0.4,7,26
CCCC(=O)Nc1ccc(NC(=O)c2cccc(OC)c2)nc1,0.0,109,-4,1.9,123,45,-26,0.0,0,-5
FC(F)(F)c1cnc(Sc2ncn[nH]2)c(Cl)c1,-0.2,105,-4,1.1,106,2,-8,-1.6,11,1
O=C(NCc1ccc2c(c1)OCO2)NC12CC3CC(CC(C3)C1)C2,0.0,108,0,1,105,-11,-3,0.5,-2,-4
CC1CCc2c(sc(/N=C/N(C)C)c2C#N)C1 (configuration not stated),-0.1,98,1,2,127,52,-29,-0.7,-13,7
CCN(CC)CCCN1C(=O)c2oc3ccccc3c(=O)c2C1c1cc(OC)ccc1OC (configuration not stated),0.0,103,-8,1,100,3,0,-5.4,-7,0
O=C(CSc1nc(O)c(C(c2ccccc2)c2ccccc2)c(=O)[nH]1)N1CCOCC1,0.2,93,1,1.4,98,-5,2,0.3,-12,13
O=C(c1ccc(COc2ccccc2Br)cc1)N1CCCCCC1,0.3,93,0,0.91,105,3,-7,-0.3,9,14
COc1cc(C(=O)NC2=C(C#N)CCC2)cc(OC)c1OC,-0.1,98,4,0.94,104,13,-4,0.5,-12,2
Cc1ccc(-c2nnc(CSc3nnc(C)s3)o2)cc1,0.5,108,-2,1.6,109,12,-10,-0.1,-15,-9
O=C(O)CCCNc1cc(N2CCC3(CC2)OCCO3)c2noc3c2c1C(=O)c1ccccc1-3,0.2,103,-5,0.44,143*,90,-46,-3.3,-2,0

Part of the list above in order of molar mass, falling.
mol,Hsp70 act,STAT3 act,Efa HMGR inh,NF-kB expr up,STAT1 act,APP 5'UTR act,STAT1 inh,DTT redox prof,TLR4-MyD88 BLA,STAT3 blocker
O=C(c1cccc(C(=O)N2CCN(c3ccc(F)cc3)CC2)c1)N1CCN(c2ccc(F)cc2)CC1,-0.3,82,2,0.49,97,23,4,-0.4,7,26
CCOc1cc(NC(=S)NCCCN2CCOCC2)c(OCC)cc1NC(=O)c1ccccc1,0.0,80,0,1.1,94,-6,5,1.2,0,32
O=C(O)CCCNc1cc(N2CCC3(CC2)OCCO3)c2noc3c2c1C(=O)c1ccccc1-3,0.2,103,-5,0.44,143*,90,-46,-3.3,-2,0
CCNC(=S)N(CCc1ccc(S(N)(=O)=O)cc1)C1CC(=O)N(c2ccccc2)C1=O (configuration not stated),-0.4,96,4,0.83,94,-4,4,-0.3,-2,8
O=C(c1ccc(COc2ccccc2Br)cc1)N1CCCCCC1,0.3,93,0,0.91,105,3,-7,-0.3,9,14
CC(=O)/C=C\c1cn(-c2ncc(C(F)(F)F)cc2Cl)c2ccccc12,-0.1,108,-2,1.3,98,17,3,1.8,1,-3
O=C(c1ccncc1)N1CCN(C(=O)c2cccc3ccccc23)CC1,0.1,113,-6,1.2,92,-2,8,-0.8,4,-9
CCCC(=O)Nc1ccc(NC(=O)c2cccc(OC)c2)nc1,0.0,109,-4,1.9,123,45,-26,0.0,0,-5
C=C(C)CNC(=S)N/N=C/c1c(F)cccc1F,0.0,96,-8,1.4,95,0,5,-3.9,16,5
CC1CCc2c(sc(/N=C/N(C)C)c2C#N)C1 (configuration not stated),-0.1,98,1,2,127,52,-29,-0.7,-13,7

Screening data deposited in PubChem by several laboratories.
